SSB-PriA inh: inhibitors of Klebsiella pneumoniae PriA binding to SSB C-terminal tail; AID 1272365; inhibition, % at 33 µM; 430,000 compounds, 0.6% hits; AlphaScreen SSBct-PriA binding, biotinylated peptide; in the data active = inhibition mostly above about 37%, no sharp cut-off; inactive = mostly below about 20%;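 note: plate controls were negative control peptide for no effect and reference peptide for full effect; strong numbers were not always called active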
Vc quorum ag: quorum light induction in luxS cqsA deficient V. cholerae | V. cholerae BH1578 lux reporter, luminescence, 6 h | activation, % at 18.7 µM | 350,000 compounds, 0.16% hits; in the data active = activation mostly above about 9.7%, no sharp cut-off; inconclusive = no clear call, values can overlap the other calls; inactive = mostly below about 3.7%; note: not every result past the cut was called active; inactives centre near 0; reference of the scale not given here
Anthrax LF prot: inhibitors of Bacillus anthracis lethal factor protease. P15917. multiplex microsphere protease cleavage assay, LF. inhibition, % at 10 µM. 360,000 compounds, 0.12% hits. AID 588501; in the data active = inhibition above about 30%; inconclusive = no clear call, values can overlap the other calls; note: plate controls were buffer without enzyme for full effect and enzyme alone for no effect
Target sequence (P15917 whole entry, looked up): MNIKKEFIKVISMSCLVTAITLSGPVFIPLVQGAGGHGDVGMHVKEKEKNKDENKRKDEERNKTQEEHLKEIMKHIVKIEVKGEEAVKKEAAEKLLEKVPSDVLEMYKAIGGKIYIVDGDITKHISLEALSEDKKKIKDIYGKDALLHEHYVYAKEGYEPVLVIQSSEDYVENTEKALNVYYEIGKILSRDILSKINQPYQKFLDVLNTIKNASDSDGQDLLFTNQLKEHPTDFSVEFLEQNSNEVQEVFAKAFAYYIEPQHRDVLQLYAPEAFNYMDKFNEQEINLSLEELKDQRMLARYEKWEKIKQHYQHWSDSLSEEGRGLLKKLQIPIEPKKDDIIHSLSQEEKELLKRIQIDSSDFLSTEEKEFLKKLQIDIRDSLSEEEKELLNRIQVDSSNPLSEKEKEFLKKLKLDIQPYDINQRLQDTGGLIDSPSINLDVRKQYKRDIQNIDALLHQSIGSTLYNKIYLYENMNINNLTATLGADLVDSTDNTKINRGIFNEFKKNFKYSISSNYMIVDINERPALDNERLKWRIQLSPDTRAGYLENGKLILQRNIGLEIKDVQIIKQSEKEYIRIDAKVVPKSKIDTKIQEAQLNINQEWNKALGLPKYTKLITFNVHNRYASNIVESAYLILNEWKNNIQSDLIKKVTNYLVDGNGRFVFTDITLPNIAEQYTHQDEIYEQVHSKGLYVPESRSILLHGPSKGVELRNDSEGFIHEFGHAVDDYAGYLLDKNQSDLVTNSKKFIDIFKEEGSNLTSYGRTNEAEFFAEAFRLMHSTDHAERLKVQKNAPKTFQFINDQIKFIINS
MazF activator: MazEF (E. coli) toxin RNase activation; P0AE70; FAM/BHQ RNA-DNA oligo cleavage fluorescence, 5 h; activation, % at 20 µM; 350,000 compounds, 0.32% hits; AID 504720; in the data active = activation above about 50%
Target sequence (P0AE70 whole entry, looked up): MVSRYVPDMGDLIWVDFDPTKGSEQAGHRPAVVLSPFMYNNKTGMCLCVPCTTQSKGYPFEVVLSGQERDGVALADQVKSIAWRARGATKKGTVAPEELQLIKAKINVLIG
Rv3671c protease: Rv3671c (M. tuberculosis) protease inhibition; P9WHR9; inhibition, % at 5.96 µM; 320,000 compounds, 0.048% hits; in the data active = inhibition above about 38%;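 note: extracellular domain of Rv3671c used as enzyme; 0% = enzyme with DMSO and 100% = no enzyme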
3CLpro inhibitor: SARS-CoV 3CLpro protease inhibition; P0C6X7; AID 1706; recombinant SARS-CoV 3CLpro, quenched FRET peptide cleavage; 290,000 compounds, 0.14% hits; inhibition, % at 6 µM; in the data active = inhibition above about 12%
TcdB GH inh: blocks C. difficile toxin B glycohydrolase activity. P18177. TcdB glycohydrolase enzymatic assay, plate reader. inhibition, % at 9.99 µM. 350,000 compounds, 0.24% hits; in the data active = inhibition above about 10%
Yp Topo-I inh: inhibitors of Yersinia pestis topoisomerase I | activity, % at 10 µM | Y. pestis Topo-I cleavage product accumulation, plate reader | AID 504884 | 360,000 compounds, 0.064% hits; in the data active = activity above about 50%, passing the limit was not always enough; inconclusive = no clear call, values can overlap the other calls; note: inactives centre near 2
PfHsp40 rescue: rescue of PfHsp40-mediated yeast toxicity; S. cerevisiae expressing PfHsp40, growth rescue, ATP luminescence; growth rescue, % at 12.5 µM; 340,000 compounds, 0.68% hits; in the data active = growth rescue above about 28%, passing the limit was not always enough; inconclusive = no clear call, values can overlap the other calls;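 note: yeast W303a lacking pdr1 and pdr3 grown in galactose medium; growth measured after three days at 30 °C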
VHR inh abs: inhibitors of human VHR1 phosphatase (DUSP3); P51452; recombinant VHR phosphatase, pNPP absorbance; inhibition, % at 13.3 µM; 290,000 compounds, 0.52% hits; in the data active = inhibition above about 50%; note: some compounds called inactive have numbers as strong as hits
Target sequence (P51452 whole entry, looked up): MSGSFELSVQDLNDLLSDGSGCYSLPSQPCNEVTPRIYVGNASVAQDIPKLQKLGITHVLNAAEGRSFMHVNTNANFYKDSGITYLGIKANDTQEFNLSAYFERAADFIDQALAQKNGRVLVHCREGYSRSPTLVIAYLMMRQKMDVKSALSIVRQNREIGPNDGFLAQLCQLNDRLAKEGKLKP
An asterisk follows results filed as active; i = inactive; u = inconclusive; x = not tested or not shown; & = joins results of further samples. Some of the compounds tested; the hit share may differ from the screen's.

Short forms: A = SSB-PriA inh; B = Vc quorum ag; C = Anthrax LF prot; D = MazF activator; E = Rv3671c protease; F = 3CLpro inhibitor; G = TcdB GH inh; H = Yp Topo-I inh; I = PfHsp40 rescue; J = VHR inh abs
O=C(Cc1ccccc1Cl)Nc1cc(S(=O)(=O)N2CCOCC2)ccc1N1CCOCC1
  A: -4; B: -4.2; C: -10; D: 5; E: -5; F: x; G: 0.9; H: 20; I: 0.0; J: x
OCCNc1ccc(Cl)cc1
  A: -14; B: x; C: -4; D: 0; E: 3; F: 2; G: x; H: -1; I: -1.7; J: 6
Cc1ccc(S(=O)(=O)NCC(=O)N(CC2CCCO2)C(C(=O)NCC2CCCO2)C(C)C)cc1 (stereo not drawn)
  A: -9; B: -0.9; C: -1; D: 4; E: -1; F: -11; G: -0.4; H: 2; I: 2.0; J: -36
O=S(=O)(O)c1cnccc1Nc1cccc(C(F)(F)F)c1
  A: -12; B: -0.2; C: 18; D: -2; E: -4; F: x; G: 0.3; H: 4; I: -0.4; J: x
O=C(N/N=C/c1c[nH]c2ccccc12)c1cccs1
  A: x; B: -1.4; C: 3; D: 9; E: 14; F: -1; G: 0.5; H: -14; I: x; J: 18
COc1cc([N+](=O)[O-])ccc1NC(=O)Nc1nc2c(s1)CCCC2
  A: 6; B: 0.2; C: 2; D: 6; E: -2; F: 1; G: 1.3; H: 6; I: 0.4; J: 18
Cc1ccc(-n2nnc3c(=O)n(Cc4cccc(C)c4)cnc32)cc1
  A: -4; B: i; C: 2; D: -3; E: -3; F: -2; G: -1.1; H: -10; I: -0.6; J: -13
CCN1CCN(c2nc(-c3cccnc3)nc3ccccc23)CC1
  A: 3&9; B: i; C: 2; D: 4; E: 2; F: -5; G: x; H: 2; I: -0.4; J: 13
Cn1c(SCC(=O)NC(C)(C)C)nnc1-c1ccc(C(C)(C)C)cc1
  A: -15; B: i; C: 3; D: 1; E: -1; F: -7; G: x; H: 8; I: 0.0; J: 32
CCc1nc2c(OCc3ccc(C(F)(F)F)cc3)cccn2c1N(C)C(=O)c1ccco1
  A: x; B: i; C: -2; D: x; E: x; F: x; G: 2.4; H: -5; I: x; J: x
CC(=O)n1c2c(c3ccccc31)OC(N)=C(C#N)C2c1cccc(Cl)c1Cl (stereo not drawn)
  A: 3; B: i; C: 0; D: 10; E: -5; F: -2; G: 0.2; H: 13; I: 1.5; J: 35
CCC(C)(C)NC(=O)C(c1cccn1C)N(Cc1ccccc1)C(=O)Cn1nnc2ccccc21 (stereo not drawn)
  A: 4; B: i; C: 0; D: 4; E: x; F: 3; G: x; H: 3; I: -0.8; J: -4
O=S1(=O)N=C(SCCO)c2ccccc21
  A: -6; B: -0.4; C: 2; D: 15; E: 5; F: 3; G: x; H: 2; I: -0.3; J: 8
O=C(c1cc(C2CC2)nn1-c1ccccc1)N1CCN(S(=O)(=O)c2cccc(F)c2)CC1
  A: -1; B: i; C: -2; D: 1; E: -1; F: x; G: -1.8; H: -2; I: 0.5; J: x
CCC(=O)N1CCCc2cc(S(=O)(=O)N3CCC(N4CCCCC4)CC3)ccc21
  A: 3; B: -0.3; C: -2; D: 2; E: -8; F: 1; G: x; H: 8; I: -1.9; J: 14
Brc1ccc(OCCCN2CCOCC2)cc1
  A: -14; B: i; C: 1; D: -3; E: -8; F: 7; G: x; H: -3; I: 1.1; J: 8
Cc1ccc(CCC(=O)Nc2ccc(C)c(C)c2)o1
  A: -9; B: i; C: -3; D: 7; E: 3; F: 7; G: -0.3; H: 0; I: -2.2; J: 23
O=C(NCc1ccccc1OC(F)(F)F)C1CCC(=O)N(CCc2ccccn2)C1 (stereo not drawn)
  A: -11; B: -0.4; C: 1; D: -1; E: -5; F: -5; G: 0.2; H: 8; I: 21; J: 5
CCCCNC(=O)CCCCCn1c(=O)[nH]c2cc(C(=O)OC)ccc2c1=O
  A: -2; B: -0.4; C: 0; D: -21; E: -3; F: -7; G: -0.6; H: 1; I: 0.0; J: 8
COCCNc1nc(SCc2ccccc2)nc2sc3c(c12)CCC3
  A: -11; B: -0.3; C: -14; D: -1; E: -1; F: -5; G: x; H: 27; I: 0.4; J: 30
Cc1cccc2c1OCC/C2=N\NC(=O)COc1ccccc1Cl
  A: x; B: -1.4; C: 1; D: 12; E: 0; F: 2; G: x; H: 3; I: 0.4; J: -6
Cc1c(C(=O)Nc2ccc(Br)cc2)cnn1C
  A: -5; B: -0.4; C: -2; D: 2; E: 10; F: -2; G: x; H: 2; I: 0.4; J: 7
COc1ccc(-n2c(CNCCc3ccc(C)cc3)nc3ccccc3c2=O)cc1
  A: 0; B: -0.6; C: 10; D: 0; E: -1; F: -8; G: 0.5; H: 36; I: -0.5; J: 11
COc1ccc(CN2C(=O)c3cccnc3C2=O)cc1S(=O)(=O)NC1CCCCC1
  A: 4; B: i; C: -2; D: -2; E: -1; F: -1; G: 0.2; H: 4; I: 1.1; J: 65
CCOC(=O)C1=C(CS(=O)(=O)c2ccccc2)NC(=O)NC1c1ccc(OC)c(OC)c1 (stereo not drawn)
  A: 3; B: -0.4; C: -6; D: -11; E: -1; F: 0; G: -0.5; H: 2; I: -0.2; J: -1
COc1ccc(CCNC(=O)CCC2COc3ccccc3O2)cc1OC (stereo not drawn)
  A: -9; B: -2.9; C: -4; D: 0; E: 1; F: -3; G: x; H: 10; I: 0.6; J: -3
CNC(=S)N1CCN(CCNC2=CC(=O)CC(C)(C)C2)CC1
  A: -9; B: 0.8; C: -3; D: 5; E: 0; F: 2; G: -0.6; H: -15; I: 20; J: 10
CN(C(=O)CC(NC(=O)c1ccccc1Cl)c1ccccc1)c1ccccc1 (stereo not drawn)
  A: -8; B: -0.4; C: 2; D: 1; E: -10; F: -4; G: 1.5; H: 11; I: 0.0; J: 6
O=C(c1ccc([N+](=O)[O-])cc1[N+](=O)[O-])N1CCN(C(=O)C2CCCO2)CC1 (stereo not drawn)
  A: -6; B: i; C: -6; D: -1; E: 5; F: x; G: 1.6; H: -2; I: 1.6; J: x
COC(=O)C1C(O)CC2CCC1N2C (stereo not drawn)
  A: -1; B: -0.5; C: 8; D: 2; E: -13; F: x; G: -0.1; H: 2; I: -2.4; J: x
COc1ccccc1OC(=O)CN1C(=O)c2ccccc2C1=O
  A: -4; B: -0.7; C: -7; D: 6; E: -2; F: 7; G: x; H: 3; I: -0.8; J: -34
CC1(C(=O)NC2CCCC2)CCN1C(=O)Cc1ccc(-c2ccccc2)cc1 (stereo not drawn)
  A: x; B: i; C: -4; D: x; E: x; F: x; G: -8.8; H: 38; I: x; J: x
CC(C)(C)C(=O)CSc1nnc(-c2cccs2)n1CC1CCCO1 (stereo not drawn)
  A: -14; B: i; C: -2; D: 6; E: -3; F: 0; G: x; H: 5; I: 0.3; J: 15
CC1(C)c2[nH]c3ccccc3c2C[C@@H]2C(=O)N(Cc3ccco3)C(=O)N21
  A: 2; B: -11; C: -6; D: -1; E: 4; F: x; G: 0.8; H: 4; I: 3.5; J: x
CCCc1nc(-c2cc3ccc(C)cc3[nH]c2=O)no1
  A: -16; B: i; C: -8; D: 5; E: 9; F: 1; G: x; H: 0; I: -0.5; J: 8
Cc1cccc(N2C(=O)CC(Sc3nc(C)c4c(n3)CCCC4)C2=O)c1 (stereo not drawn)
  A: 8; B: -1.0; C: -3; D: -2; E: 1; F: 2; G: x; H: 2; I: 0.2; J: -15
NNC(=O)c1ccc2[nH]c3c(c2c1)CCCC3
  A: 1; B: -1.6; C: 2; D: 8; E: 0; F: 4; G: 0.7; H: -2; I: 0.3; J: 2
Cc1ccc(CS(=O)Cc2ccc(C(=O)N3CCN(c4ccccc4)CC3)o2)cc1 (stereo not drawn)
  A: -2; B: -0.2; C: 0; D: -2; E: 6; F: 1; G: 0.3; H: 29; I: -0.5; J: -31
COC(=O)CSCC(=O)Nc1nnc(-c2cccc(C)c2)s1
  A: -8; B: -0.1; C: 0; D: 10; E: 7; F: 0; G: 0.5; H: 4; I: 0.0; J: 11
COc1ccc(/C=C/C(=O)N2CCN(c3ccccn3)CC2)cc1
  A: -36; B: -0.3; C: 3; D: -5; E: x; F: -1; G: 0.4; H: 26; I: -0.8; J: 20
CC1CC(=O)N(CC(=O)NCc2ccccc2)c2ccccc2S1(=O)=O (stereo not drawn)
  A: 8; B: -2.0; C: 0; D: 5; E: 1; F: -1; G: -9.6; H: -11; I: -0.3; J: -13
Cc1ccc(/C=N/n2c(C3CCCCC3)n[nH]c2=S)cc1
  A: x; B: i; C: -11; D: 7; E: -18; F: 3; G: 0.7; H: 17; I: 0.8; J: 10
CNc1nc2c(N)ncnc2n1[C@H]1O[C@@H](CO)[C@H](O)[C@@H]1O
  A: 4; B: 0.6; C: -10; D: 2; E: 5; F: 2; G: 0.6; H: 6; I: u; J: 26
CC1=C(C#N)C(Nc2ccc(Cl)cn2)(C(F)(F)F)C(=O)N1 (stereo not drawn)
  A: -13; B: -0.7; C: -5; D: 3; E: -6; F: 2; G: x; H: 0; I: -1.6; J: 25
Cc1ccc(S(=O)(=O)N(C)CC(=O)OCC(=O)N2CC(=O)Nc3ccccc32)cc1
  A: -10; B: -0.4; C: -6; D: 3; E: -5; F: 4; G: 1.2; H: 7; I: 1.7; J: 29
CC(NC1c2ccccc2-c2ccccc21)c1ccccc1 (stereo not drawn)
  A: -16; B: -0.3; C: 3; D: 5; E: -1; F: -9; G: 0.7; H: 14; I: 1.9; J: -11
CCN1C(=O)NC(c2ccc(Cl)cc2)C2=C1CCCC2=O (stereo not drawn)
  A: -11; B: -0.7; C: -6; D: 5; E: 2; F: 0; G: -5.8; H: 5; I: -0.6; J: 21
COc1ccc(OCC2c3cc(OC)c(OC)cc3CCN2C(=O)C(C)C)cc1 (stereo not drawn)
  A: 19; B: i; C: 0; D: 3; E: x; F: 5; G: 0.3; H: 8; I: 1.6; J: -7
CN(/N=C\c1ccc(O)c(O)c1)c1nc(-c2ccccc2)cc(-c2ccccc2)n1
  A: x; B: -0.4; C: -4; D: 3; E: 17; F: -6; G: x; H: -12; I: 0.5; J: 43

Structures listed so far that contain an aryl methoxy group, in the order listed:
Short forms: A = SSB-PriA inh; B = Vc quorum ag; C = Anthrax LF prot; D = MazF activator; E = Rv3671c protease; F = 3CLpro inhibitor; G = TcdB GH inh; H = Yp Topo-I inh; I = PfHsp40 rescue; J = VHR inh abs
COc1cc([N+](=O)[O-])ccc1NC(=O)Nc1nc2c(s1)CCCC2
  A: 6; B: 0.2; C: 2; D: 6; E: -2; F: 1; G: 1.3; H: 6; I: 0.4; J: 18
COc1ccc(-n2c(CNCCc3ccc(C)cc3)nc3ccccc3c2=O)cc1
  A: 0; B: -0.6; C: 10; D: 0; E: -1; F: -8; G: 0.5; H: 36; I: -0.5; J: 11
COc1ccc(CN2C(=O)c3cccnc3C2=O)cc1S(=O)(=O)NC1CCCCC1
  A: 4; B: i; C: -2; D: -2; E: -1; F: -1; G: 0.2; H: 4; I: 1.1; J: 65
CCOC(=O)C1=C(CS(=O)(=O)c2ccccc2)NC(=O)NC1c1ccc(OC)c(OC)c1 (stereo not drawn)
  A: 3; B: -0.4; C: -6; D: -11; E: -1; F: 0; G: -0.5; H: 2; I: -0.2; J: -1
COc1ccc(CCNC(=O)CCC2COc3ccccc3O2)cc1OC (stereo not drawn)
  A: -9; B: -2.9; C: -4; D: 0; E: 1; F: -3; G: x; H: 10; I: 0.6; J: -3
COc1ccccc1OC(=O)CN1C(=O)c2ccccc2C1=O
  A: -4; B: -0.7; C: -7; D: 6; E: -2; F: 7; G: x; H: 3; I: -0.8; J: -34
COc1ccc(/C=C/C(=O)N2CCN(c3ccccn3)CC2)cc1
  A: -36; B: -0.3; C: 3; D: -5; E: x; F: -1; G: 0.4; H: 26; I: -0.8; J: 20
COc1ccc(OCC2c3cc(OC)c(OC)cc3CCN2C(=O)C(C)C)cc1 (stereo not drawn)
  A: 19; B: i; C: 0; D: 3; E: x; F: 5; G: 0.3; H: 8; I: 1.6; J: -7
